Source: PubChem
Pf growth 48h – P. falciparum growth inhibition at 48 hours (one generation). P. falciparum luciferase growth in erythrocytes, 48 h. Potency, µM (highest dose often 28.7 µM), for the others: top-dose activity change, negative = inhibition, usual class: inhibitors. 5.9% of 310,000 active. AID 504832; note: potency is the fitted concentration of half-maximal effect; % is set by controls: 0 for no effect and ±100 for the full control effect
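Firefly luciferase activity from engineered P. falciparum reports growth; inhibitors lower the luminescent signal. Cultures contained 2% hematocrit erythrocytes at 0.1% final parasitemia.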
Shiga toxin inh – inhibitors of Shiga toxin in Vero cells; 9.2% of 290,000 active; Vero cells, Shiga toxin protein synthesis inhibition reporter; inhibition, % at 38.7 µM; in the data active = inhibition mostly above about 28%, no sharp cut-off; inactive = mostly below about 43%; note: 0% is about no effect
Cycloheximide cs – counter-screen hit for Shiga toxin inhibitors, cycloheximide; max response, %; cell reporter, cycloheximide protein synthesis inhibition counterscreen; 12% of 300,000 active; in the data active = max response mostly above about 13%, no sharp cut-off; inactive = mostly below about 14%; note: read at 38.3 µM for the half of the compounds with a filed dose; 0% is about no effect
Tb PYK inh – inhibitors of Trypanosoma brucei pyruvate kinase. Q57TT1. TbPYK enzyme, Kinase-Glo Plus ATP luminescence, 45 min. Potency, µM (top dose mostly 76.8 µM), for the others: at the top dose activity, negative = inhibition, most hits filed as inhibitors. 0.12% of 410,000 active; note: potency is the fitted concentration of half-maximal effect; % is set by controls: 0 for no effect and ±100 for the full control effect; nearly all actives have a fitted effect of over 50% in size
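Activity of T. brucei pyruvate kinase was followed by Kinase-Glo Plus luminescence after the enzyme reacted 45 min at room temperature with 130 uM ADP (final) and substrate. Test compounds were added before ADP at multiple concentrations.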
HCV inh – blocks hepatitis C virus; Huh7.5.1 HCVcc-Cre infection, luciferase reporter, 44 h; Potency, µM (top dose mostly 41.8 µM), without a hit: at the top dose activity change, negative = inhibition, hits mostly inhibitors; 3.4% of 340,000 active; AID 651820; note: potency is the fitted concentration of half-maximal effect; % is set by controls: 0 for no effect and ±100 for the full control effect
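Cells seeded at 1,000/well and cultured 4 h, then compounds added followed by HCVcc-Cre virus (~0.5 moi). After 44 h further culture, luciferase substrate was added, plates held 15 min at room temperature, and luminescence read for 15 sec.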
LmPK inh – blocks Leishmania mexicana pyruvate kinase activity; Q27686; purified LmPK, Kinase-Glo ATP luminescence, 1 h; Potency, µM (series often up to 57.5 µM), inactives show at the top dose activity change, negative = inhibition, most hits filed as inhibitors; 0.37% of 290,000 active; AID 1721; note: potency is the fitted concentration of half-maximal effect; % is set by controls: 0 for no effect and ±100 for the full control effect
Target sequence (Q27686 whole entry, looked up): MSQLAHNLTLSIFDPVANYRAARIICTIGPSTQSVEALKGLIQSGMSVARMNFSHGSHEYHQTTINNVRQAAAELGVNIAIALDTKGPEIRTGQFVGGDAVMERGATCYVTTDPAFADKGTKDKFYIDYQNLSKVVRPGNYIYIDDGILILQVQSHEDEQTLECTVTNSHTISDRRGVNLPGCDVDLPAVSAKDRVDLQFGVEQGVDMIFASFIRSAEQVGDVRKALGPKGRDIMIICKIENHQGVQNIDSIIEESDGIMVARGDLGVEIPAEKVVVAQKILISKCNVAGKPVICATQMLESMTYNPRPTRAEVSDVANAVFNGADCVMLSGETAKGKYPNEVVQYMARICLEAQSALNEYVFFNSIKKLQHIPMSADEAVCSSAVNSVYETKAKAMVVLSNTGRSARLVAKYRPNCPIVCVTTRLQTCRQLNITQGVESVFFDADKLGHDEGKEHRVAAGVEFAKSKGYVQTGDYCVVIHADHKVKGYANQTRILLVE
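qHTS format; LmPK 0.1 nM; substrates PEP 0.5 mM and ADP 0.1 mM. One-hour room-temperature incubation, then coupled luciferase luminescence; 0.5 nM enzyme wells mark activation.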
Pf growth 96h – inhibits malaria parasite growth, 96 h. P. falciparum luciferase reporter growth, 96 h. Potency, µM (series often up to 28.7 µM), inactives show at the top dose activity change, negative = inhibition, hits mostly inhibitors. 6.9% of 320,000 active; note: potency is the fitted concentration of half-maximal effect; % is set by controls: 0 for no effect and ±100 for the full control effect
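Readout is luminescence from an integrated firefly luciferase in P. falciparum. Red cells, 2% hematocrit and 0.05% parasitemia final, were cultured with compound through two parasite generations (96 hours) at 37 C, 5% CO2.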
* = called active by the depositor; ? = inconclusive; nt = not tested or not shown; & = joins results of further samples; [ ] = another dose, or the depositor's remark. Unless noted, calls come from the whole dose curve; as a rule, active = well fitted curve in the direction sought with a large enough effect; inconclusive = small, poorly fitted or top-dose-only effect, or another doubt; inactive = no such curve, though single readings can be large; an effect the other way counts as inactive or inconclusive.

SMILES | Pf growth 48h | Shiga toxin inh | Cycloheximide cs | Tb PYK inh | HCV inh | LmPK inh | Pf growth 96h
CCC[N+](CC#Cc1ccccc1)(CCC)CC(=O)OCC | -3% | 9 | 0 | -2% | 13% | 0% | 20%
CCN(c1ccccc1C)S(=O)(=O)c1nnc(NC(=O)c2ccco2)s1 | ? | -2 | -3 | 0%&-8% | 17% | -2% | ?
CCOc1ccc(NC(=S)N2CCC(N(C)CC3CCCO3)CC2)cc1 (configuration not stated) | 15% | -9 | 5 | -5% | 3% | 0% | 12µM*
CCCCC1CC(CSC(=N)N)OC1=O (configuration not stated) | 7% | 41 | 1 | 9% | -4% | 1% | nt
O=C(NCCc1ccccc1)c1cccc(N2C(=O)C3CC=CCC3C2=O)c1 (configuration not stated) | 10% | -6 | 2 | -10% | 18% | 7% | ?
O=C(Nc1ccc(Br)c(Cl)c1)C1CC1 | 10% | 12 | 9 | -3% | ? | -4% | 18%
Cn1c(-c2sccc2OCc2ccc(Cl)cc2Cl)n[nH]c1=S | nt | -19 | 2 | 3.5µM* | 6% | ? | ?
CCn1c(SCC(=O)Nc2cc(Cl)ccc2OC)nnc1C1CC1 | 7% | -9 | -3 | -1% | -5% | -2% | 2%
Cc1ccc(NC(=O)CSC2=C(C#N)C(c3ccc4c(c3)OCO4)CC(=O)N2)cc1C (configuration not stated) | ? | -3 | -1 | 5% | ? | 6% | ?
CC1CCCC(C)N1CCCNC(=O)CN1C(=O)c2cccnc2Oc2ccc(Cl)cc21 (configuration not stated) | 18% | 10 | 0 | -5% | 12% | 0% | 7%
CCC(=O)N(CCC(Cc1ccccc1)c1ccco1)Cc1ccco1 (configuration not stated) | ? | 11 | 7 | 5% | ? | 4% | -16%
Cc1cccc(N/N=C(\C(N)=O)C2=NC(C)(C)Cc3ccccc32)c1 | 5.9µM* | -2 | -2 | -6% | 11µM* | 1% | 4.7µM*
Clc1ccc(-c2csc(-c3ccno3)n2)cc1 | 30%[activator] | 31 | 23* | 1% | 1% | -3% | 35%[activator]
CCN(C(=O)COC(=O)CCCOc1ccccc1)c1c(N)n(Cc2ccccc2)c(=O)[nH]c1=O | ? | nt | nt | -2% | 0% | nt | -1%
NC(=O)c1cc(N2C(=O)C3CC=CCC3C2=O)ccc1N1CCCCC1 (configuration not stated) | -20% | 15 | -1 | -1% | 9% | 1% | 1%
CCCn1c(N2CCN(S(=O)(=O)Cc3ccccc3)CC2)nc2ccccc21 | -16% | -12 | -3 | -3% | ? | 1% | 292%[activator]
CN1CCN(CCOc2ccc(Cc3ccccc3)cc2)CC1 | -15% | -4 | 9 | -2% | ? | 0% | 112%[activator]
O=C(Cc1ccc(Cl)c(Cl)c1)N1CCOCC1 | ? | 35* | 8 | 0% | 18% | 3% | ?
Cc1cccc(NC(=O)CSCC(=O)Nc2sccc2C#N)c1 | ? | nt | nt | -4% | -7% | nt | 2%
Cc1cc(C(=O)Nc2ccc(C(=O)O)cc2)c(-c2ccccc2)o1 | 7% | 11 | 0 | 4% | 24% | 7% | 7%
O=C(N/N=C/c1cc([N+](=O)[O-])ccc1O)c1cccc2cc[nH]c12 | ? | 31* | 33* | 1% | ? | -2% | 3.7µM*
CCOc1ccc(NC(=O)CCn2ccnc2)cc1 | 16% | -8 | -1 | -6% | 24% | -2% | 263%[activator]
CC(C)C(NC(=O)c1ccco1)C(=O)OCC(=O)N1CC(=O)Nc2ccccc21 (configuration not stated) | 34%[activator] | nt | nt | 11% | -4% | nt | -2%
Cc1noc(NS(=O)(=O)c2ccc(NC(=O)c3nn(-c4ccccc4)ccc3=O)cc2)c1C | 5% | -4 | -2 | -1% | 7% | -6% | ?
Cc1ccc(NC(=O)CCCCCCCCCCC2COCCO2)c(C)c1 (configuration not stated) | -19% | -7 | -4 | 1% | ? | -1% | -9%
Nc1ccc(S(=O)(=O)N2CCc3ccccc32)cc1 | 203%[activator] | 23 | -2 | 0% | 8% | 2% | ?
Cn1nc(-c2ccccc2)cc1NC(=O)Nc1ccc(C(C)(C)C)cc1 | ? | 17 | 2 | 4% | ? | 1% | ?
COCCn1c(C2CCCCC2)nc2sc3ccccc3c(=O)c2c1=O | 1.5µM* | -5 | -4 | 5% | -20% | 1% | 0%
COc1ccccc1NC(=O)C(C)OC(=O)COc1cccc2c1OC(C)(C)C2 (configuration not stated) | 6% | nt | nt | 0% | 13% | nt | 1%
CC(C)(C)NC(=O)CN(C(=O)CS(=O)CC(=O)Nc1ccc(F)cc1)c1ccccc1F (configuration not stated) | 0% | -20 | -4 | -8% | 5% | 2% | ?

Structural class, the entries above with an aryl methoxy group
SMILES | Pf growth 48h | Shiga toxin inh | Cycloheximide cs | Tb PYK inh | HCV inh | LmPK inh | Pf growth 96h
CCn1c(SCC(=O)Nc2cc(Cl)ccc2OC)nnc1C1CC1 | 7% | -9 | -3 | -1% | -5% | -2% | 2%
COc1ccccc1NC(=O)C(C)OC(=O)COc1cccc2c1OC(C)(C)C2 (configuration not stated) | 6% | nt | nt | 0% | 13% | nt | 1%

Remaining list, next part.
SMILES | Pf growth 48h | Shiga toxin inh | Cycloheximide cs | Tb PYK inh | HCV inh | LmPK inh | Pf growth 96h
Cc1ccc(S(=O)(=O)N2CCN(c3ccc(C(F)(F)F)cc3[N+](=O)[O-])CC2)cc1 | ? | 29 | 9 | 3% | ? | -3% | 4%
Cc1ccc(NC(=O)CN(C)C(=O)COC(=O)c2ccc(Cl)cc2O)cc1 | -21% | nt | nt | -2% | 6% | nt | 31%[activator]
CC(C)[C@H](NS(=O)(=O)c1ccc2c(c1)OCCO2)C(=O)OCC(=O)Nc1ccccc1 | -9% | 45 | 14* | 0% | 35%[activator] | 1% | 26%
CCN(CC)c1ccc(C(=O)Nc2cccc(F)c2)cc1 | 5% | 42 | 28* | 2% | 10µM* | 1% | 25%
Oc1ccc(C2NCc3ccccc3-n3cccc32)cc1Cl (configuration not stated) | 0.66µM* | -5&-16 | -1&-5 | -1%&-13% | 16%&18% | 2%&5% | 31%&1%
CCCCOC(=O)C1=C(C)Nc2nnnn2C1c1ccccc1Cl (configuration not stated) | 1% | -29 | -4 | -2% | -13% | 9% | ?
COc1ccc(OC)c(CN(CCCN2CCOCC2)C(=O)Nc2ccccc2)c1 | 23% | 18 | -3 | 0% | 16% | -5% | 27%
c1cncc(-c2noc(-c3ccco3)n2)c1 | 180%[activator] | 87* | 56* | -8% | 14% | -23% | ?
CCCCC(CC)C(=O)Nc1ncc([N+](=O)[O-])s1 (configuration not stated) | 15% | -6 | -4 | -8% | ? | 0% | 6%
CCOc1cccc2sc(N(CCCN(C)C)C(=O)c3ccc(S(=O)(=O)N(CC)Cc4ccccc4)cc3)nc12 | ? | -16 | -6 | 2% | ? | 5% | -36%
Fc1ccc(F)c(C2=NNC(=NCC3CCCO3)SC2)c1 (configuration not stated) | ? | 131* | 33* | ? | -3% | -2% | -21%
CNC(=O)N(O)C1N(/N=C/c2ccccc2OC)C(=S)SC1(C)C (configuration not stated) | -9% | 13 | -3 | 4% | -14% | -2% | 13%
O=C1N/C(=C\c2ccccc2)C(O)=C1C=NCc1ccccc1 | 49%[activator] | 15 | 11 | -1% | 8% | 4% | ?
COC(=O)Oc1ccc(/C=N/NC(=O)CSCc2ccc(Cl)cc2)cc1OC | 15% | -10 | -5 | 10% | ? | 3% | 97%[activator]
O=C(C1CCC(=O)N1C1CCCCC1)N1CCC2(CC1)OCCO2 (configuration not stated) | 0% | 20 | 8 | 3% | 7% | 8% | ?

Single entries from the list.
Oc1ccc(C2NCc3ccccc3-n3cccc32)cc1Cl (configuration not stated) @ Shiga toxin inh: -5&-16
CC(C)[C@H](NS(=O)(=O)c1ccc2c(c1)OCCO2)C(=O)OCC(=O)Nc1ccccc1 @ Shiga toxin inh: 45
CNC(=O)N(O)C1N(/N=C/c2ccccc2OC)C(=S)SC1(C)C (configuration not stated) @ Pf growth 48h: -9%
O=C(C1CCC(=O)N1C1CCCCC1)N1CCC2(CC1)OCCO2 (configuration not stated) @ Cycloheximide cs: 8
Fc1ccc(F)c(C2=NNC(=NCC3CCCO3)SC2)c1 (configuration not stated) @ Shiga toxin inh: 131*

Other entries.
SMILES | Pf growth 48h | Shiga toxin inh | Cycloheximide cs | Tb PYK inh | HCV inh | LmPK inh | Pf growth 96h
c1nc2sc3c(c2c2nnnn12)CCCC3 | 3% | -20 | 2 | -11% | 2% | 4% | 62%[activator]
Cc1ccc(C2C(=O)N(C3CCCC3)CC(=O)N2C2CCCCC2)cc1 (configuration not stated) | nt | -9 | -6 | -7% | 18% | 4% | ?
CCOC(=O)Cn1nc(-c2ccc(C)cc2)ccc1=O | 10% | 28* | 19* | 1% | 19% | 1% | nt
CC(=O)Nc1ccc(S(=O)(=O)NC(CSc2ccc(C(=O)O)cc2[N+](=O)[O-])C(=O)O)cc1 (configuration not stated) | 3% | -3 | -3 | -20% | 15% | 9% | 7%
Cc1ccc(S(=O)(=O)N2CCCCC2)cc1C(=O)Nc1ccc(N2CCOCC2)cc1 | -4% | -4 | -2 | 2% | ? | 1% | 35%[activator]
CCn1c(C)c(/C=N/Nc2nc3ccccc3s2)c2ccccc21 | ? | 105* | 61* | 1% | ? | 0% | ?
O=C(c1ccc(S(=O)(=O)N2CCOCC2)cc1)N1CCN(c2ccccc2)CC1 | 5% | 1 | -2 | 2% | 2% | -4% | -22%
Cc1ccc(NC(=O)CN(C)CC(=O)Nc2ccc(F)c(F)c2F)c(Cl)c1 | -14% | -15 | -3 | 6% | -30% | -2% | -35%
C=CCn1c(=O)c(C(=O)Nc2ccccc2O)c(O)c2ccccc21 | 7% | 17 | 8 | -2% | -2% | 4% | nt
O=C(COc1ccccc1[N+](=O)[O-])OCC(=O)N1CCC(Cc2ccccc2)CC1 | 6% | 11 | -2 | -3% | 23% | 0% | 26%
O=C(CC1C(=O)NCCN1C(=S)Nc1ccccc1)Nc1ccc(F)cc1 (configuration not stated) | 1% | 42 | 3 | 3% | 11% | 3% | -103%
CC1(c2cccc(Br)c2)NC(=O)N(CC(=O)Nc2ccc(F)cc2)C1=O (configuration not stated) | 4% | 10 | -4 | -4% | -10% | 0% | -9%
CCCn1c(SCC(=O)N2CCCC2)nc2c1c(=O)n(C)c(=O)n2C | -20% | -8 | 4 | 2% | 11% | 3% | 1.2µM*
COc1ccc(Br)cc1CN1CCN(C(=O)c2cccc(F)c2)CC1 | -18% | -5 | -2 | -12% | 11% | 4% | 30%[activator]
COc1ccccc1/C=N/NC(=O)c1cccc(NC(=O)c2ccccc2Cl)c1 | -12% | 30 | 11 | -14% | ? | -3% | ?
Cc1ccc(S(=O)(=O)N2CCN(C(=O)COC(=O)COc3cccc4c3OC(C)(C)C4)CC2)cc1 | 1% | nt | nt | -10% | 27% | nt | 2%
CN(C)c1ccnc(Oc2ccccc2)c1C#N | 22% | 19 | 12 | 2% | 6% | 1% | 26%
Cc1cc(C(=O)NC2CC(C)(C)Cc3c2cnn3-c2ccc(F)cc2)no1 (configuration not stated) | ? | 37* | 18 | 2% | -18% | -1% | 36%[activator]
Cn1cc(S(=O)(=O)CC(=O)Nc2ccc3c(c2)OCO3)c2ccccc21 | 14% | -1 | -2 | -18% | -8% | -1% | ?
